TbPYK inhibitor: T. brucei pyruvate kinase inhibition; Q57TT1; TbPYK enzyme, Kinase-Glo Plus ATP luminescence, 45 min; actives 0.12% (n = 410,000); Potency, µM (doses to about 76.8 µM), without a hit: at the top dose activity, negative = inhibition, most hits filed as inhibitors; active = well fitted inhibition curve with a large enough effect; inconclusive = small, poorly fitted or top-dose-only effect; also: nearly all actives have a fitted effect of over 50% in size
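Enzyme and substrate buffer are dispensed first and compound is pin-transferred. ADP at 130 uM final then starts the reaction, which runs 45 min at room temperature. Detection reagent is added for 10 min before luminescence is imaged.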
An asterisk follows results filed as active; ? = inconclusive. % is scaled to controls: 0 for no effect and ±100 for the full control effect; potency is read from the fitted curve at half-maximal effect. These rows are one share of the data; the hit share may differ from the screen's.

SMILES	TbPYK inhibitor
CC1(C(=O)NS(=O)(=O)c2ccc(Cl)s2)CCN1C(=O)c1ccccc1CCc1ccccc1 (stereo unspecified)	-9.8%
CCOc1ccc(C(CN2CCOCC2)C(C)=O)cc1OC (stereo unspecified)	0.6%
COc1cc(C(C)=O)ccc1OCC(=O)N1CCC(Cc2ccccc2)CC1	1.0%
CC(C)C[C@H]1CN([C@@H](CC(C)C)CN2CCC[C@@H]2CN2C(=S)NC[C@@H]2Cc2ccc(O)cc2)C(=S)N1CC1CCCCC1	3.9%
CC(=O)Nc1cccc(-c2csc(C(NC(C)=O)c3ccc(F)c(F)c3)n2)c1 (stereo unspecified)	1.6%
O=C(Nc1ccc(N2CCOCC2)cc1)c1csc([C@H]2C[C@H](O)[C@@H](CO)O2)n1	4.9%
CCOC(=O)[C@]12CCC=C1N(Cc1ccc(Cl)cc1Cl)C(=O)[C@H](CC(=O)NCc1ccccc1)C2	-4.2%
COc1ccc(C(N)c2csc(Nc3nncc4ccccc34)n2)cc1 (stereo unspecified)	-2.9%
Cc1nc(NC(=O)C(C)(C)C)sc1C(=O)Cn1cc(CCc2ccccc2)nn1	-5.5%
FC(F)C(F)(F)Oc1cccc(Nc2nccn3c(-c4cccc5ccccc45)cnc23)c1	-2.7%
O=C1NC[C@H](Cc2ccc(O)cc2)N(C[C@@H]2CCCN2C[C@H](Cc2ccc(O)cc2)N2C[C@H](Cc3ccccc3)N(CC3CCCCCC3)C(=O)C2=O)C1=O	2.9%
CS(=O)(=O)N1CCC2(CCN(C(c3ccccc3)c3ccccc3)CC2)CC1	-4.3%
COc1cccc(NC(=O)N(C)C[C@H]2OCc3cnnn3CCCC(=O)N([C@H](C)CO)C[C@@H]2C)c1	-1.9%
CCCNC(=O)c1cc(C2CCCCN2S(=O)(=O)c2cn(C)cn2)on1 (stereo unspecified)	-5.8%
CCCNC(=O)C1(C)CCCN(C(=O)c2ccc3ccccc3c2)C1 (stereo unspecified)	-5.8%
CC(O)(c1cccc(F)c1)c1nc(-c2cccc3cccnc23)cs1 (stereo unspecified)	2.4%
CCOC(=O)[C@]12CCC=C1N(Cc1ccccc1)C(=O)[C@H](CC(=O)N1CCN(C(=O)c3ccco3)CC1)C2	-11.4%
CCC(CC)C(=O)N(C)c1c(C)nc2c(OCC3CCCCC3)cccn12	5.0%
CCOC(=O)C1=CCN(S(=O)(=O)c2ccccc2C)C1c1cccc(Br)c1 (stereo unspecified)	3.1%
CCc1nc2ccc(C(=O)N(C)Cc3ccco3)cn2c1N(CC)C(=O)NCCc1ccccc1	0.9%
CCCc1nc2ccc(Br)cn2c1Cc1ccccc1	4.6%
CCCCN1C(=O)C(CC(=O)NCCCCc2ccccc2)CC(C(=O)N2CCOCC2)=C1C (stereo unspecified)	7.9%
CN(C(=O)CN1CCN(c2cc(-c3cccc4oc5ccccc5c34)ncn2)CC1)c1ccccc1	0.7%
O=C(OCC(O)C1OC(c2ccccc2)OC(COC(=O)c2ccccc2)C1O)c1ccccc1 (stereo unspecified)	2.1%
COc1ccc(-c2[nH][nH]c(=O)c2NC(=O)c2ccc(C)cc2)cc1	-5.0%
O=c1[nH]c2ccccc2n1C1CCN(C(c2nnnn2-c2ccc3c(c2)OCCO3)C2CC2)CC1 (stereo unspecified)	0.3%
CCC/C=C/c1ccc(CN2C(CC(C)C)C(=O)N(Cc3cn(CCC4OCCCO4)nn3)CCS2(=O)=O)cc1 (stereo unspecified)	-0.7%
O=C1C=CC(=NN=C(c2ccccc2)c2ccccc2)C=C1	-0.7%
N#Cc1ccc(CN2CCC3(CC2)CCN(C(=O)c2cccc(F)c2)CC3)cc1	1.3%
COc1ccc(C(C)(O)c2nc(-c3ccccc3C)cs2)cc1 (stereo unspecified)	1.8%

Looked up one by one from above:
SMILES	TbPYK inhibitor
COc1ccc(C(C)(O)c2nc(-c3ccccc3C)cs2)cc1 (stereo unspecified)	1.8%
O=C(OCC(O)C1OC(c2ccccc2)OC(COC(=O)c2ccccc2)C1O)c1ccccc1 (stereo unspecified)	2.1%

Going on with the list:
SMILES	TbPYK inhibitor
CC1(C)CC(=O)C(CSC(=O)c2ccccc2)C(=O)C1	?
Cc1cn([C@H]2C[C@H](O)[C@@H](CCC(=O)NCCc3ccc4ccccc4c3)O2)c(=O)[nH]c1=O	5.1%
Cc1ccccc1-c1nc(NCC2CC2)nc2ccsc12	3.8%
Cc1ccc(CNC(=O)Nc2nnc([C@H]3C[C@H](O)[C@@H](CO)O3)s2)cc1	-1.0%
CC(C)(C)NC(=O)C1(C)CCC(=O)N1CC(F)(F)F (stereo unspecified)	2.7%
O=C1NC[C@H](CC2CCCCC2)N(CCc2cccc3ccccc23)C1=O	6.3%
COCCCN1C(=O)C(CC(=O)NCc2cccs2)CC(C(=O)N2CCOCC2)=C1C (stereo unspecified)	-6.9%
COc1ccc(N(CC(=O)N2CCN(c3ccccc3)CC2)S(=O)(=O)c2ccccc2)cc1	3.2%
COc1cccc(CNc2nc3cc(-c4ccc(OC)c(OC)c4)sc3c(=O)n2C)c1	-0.5%
CCN(CC)C(=O)C1=C(C)N(Cc2ccc(OC)cc2)C(=O)C(CC(=O)NC2CCCCC2)C1 (stereo unspecified)	0.7%
COc1ccc(C2CCCCC2SCC(=O)O)cc1OC (stereo unspecified)	2.2%
COc1ccc(C(=O)CC(c2ccc3c(c2)OCO3)c2c(O)c3ccccc3oc2=O)cc1OC (stereo unspecified)	-20.4%
COc1cc(CNC(=O)Nc2nc(C(N)Cc3ccc(C(F)(F)F)cc3)cs2)cc(OC)c1OC (stereo unspecified)	2.2%
Cc1ccc(-c2nn(-c3ccccc3)cc2C(=O)Nc2cccc(S(=O)(=O)NC3=NCCC3)c2)cc1	0.4%
c1cc(-c2ccsc2)n2cnnc2c1	5.2%
CCc1nc2c(OCCOc3ccccc3)cccn2c1N(C)C(=O)c1ccc(C)cc1	3.2%
Cc1c(C(=O)NCCC#N)sc(=O)n1Cc1ccccc1F	3.0%
CC(C)C(N)c1csc(Nc2ccc(C(=O)c3ccccc3)cc2)n1 (stereo unspecified)	-0.6%
COc1ccc(C(C)=O)cc1Cn1c(C)c(C(=O)NCCC#N)sc1=O	1.3%
CCn1nccc1NC(=O)c1csc([C@@H]2C[C@H](O)[C@@H](CO)O2)n1	3.6%
COc1ccc(NC(=O)N2CC3(CCN(C(=O)c4cccc(F)c4)CC3)C2)cc1	2.3%
COc1ccc(-n2c(=O)c(CCc3ccccc3)nc3cnc(N4CCNCC4)nc32)cc1	0.0%
O=C1NC[C@@H](CCCCN2C[C@H](Cc3ccccc3)N(Cc3ccccc3)C(=O)C2=O)N(CC2CCCCC2)C1=O	6.6%
CC12CCC(=O)N1C(C(=O)Oc1cccc(F)c1)CS2 (stereo unspecified)	2.8%
COc1cc(Nc2ncc3c(n2)CCN(C(=O)Nc2ccc(C(C)C)cc2)C3)cc(OC)c1OC	-0.3%
COCCNc1nc(NCC2CCCCC2)c2sc(-c3ccccc3)cc2n1	1.0%
Cc1noc(C)c1-c1ccc(C(=O)NCC(C)C)c2occc12	0.6%
CC(C)Oc1cccc(NC(=O)C2(C)CCCN2C(=O)C(C)C)c1 (stereo unspecified)	2.0%
CCOC(=O)C1(C)CCCCCN1C(=O)c1ccc(OC)cc1 (stereo unspecified)	4.0%
Cc1cncc(NCc2ccc3c(c2)OCO3)n1	4.7%
CC1CCN(C(=O)c2ncn3c2c(=O)[nH]c2ccccc23)CC1	-0.8%
O=C(Nc1ccc(F)c(Cl)c1)c1cc(C2CCCN(S(=O)(=O)c3cccs3)C2)on1 (stereo unspecified)	-10.1%
Cc1ccc2nc(C(C)(C)C)c(Cc3cccc(Cl)c3)n2c1	1.6%
Cc1ccc([C@@H]2CC(=O)[C@@H]3CN(S(=O)(=O)c4ccc(C)cc4)[C@H](c4ccc(Cl)cc4)C[C@@H]3N2S(=O)(=O)c2ccc(C)cc2)cc1	-11.7%
CN(C)c1ccc(Cl)c(NC(N)=S)c1	4.3%
COCC(=O)N1CCC[C@@]2(CCN(c3ccncc3)C2)C1	4.2%
C[N+](C)(C)CCNC(=O)c1c[nH]c2ccccc12	-3.6%
O=Cc1ccc(-c2c(-c3ccccc3)oc3c2C(OCCCCO)CCC3)o1 (stereo unspecified)	4.9%
OC(c1ccccc1)c1ncc(-c2ccccc2Cl)[nH]1 (stereo unspecified)	1.0%
CCCCCCn1cc(CN2CC(N3CCN(C4CCN(C)CC4)CC3)CS2(=O)=O)nn1 (stereo unspecified)	-1.5%
O=C1OC(O)c2cccc3cccc1c23 (stereo unspecified)	-8.9%
O=Cc1ccc(N2CCN(S(=O)(=O)c3ccc4c(c3)CC(=O)N4)CC2)cc1	0.1%
COc1ccc(C(=O)N2CCCC2(C)C(=O)O)cc1C(F)(F)F (stereo unspecified)	3.8%
COc1ccccc1-c1cnc(C(O)c2cc(C)c(OC)c(C)c2)[nH]1 (stereo unspecified)	3.4%
C[C@H](CO)N1C[C@H](C)[C@@H](CN(C)C(=O)CCCN(C)C)OCc2cn(nn2)CCCC1=O	-0.6%
Cc1cccc(C)c1-n1nnnc1C(c1ccnc2ccccc12)N1CCCN(C(=O)OC(C)(C)C)CC1 (stereo unspecified)	-2.3%
COc1ccc(S(=O)(=O)N2C[C@H]3CON(C)[C@H]3C[C@H]2c2ccc(-c3cccc(F)c3)cc2)cc1	-1.0%
Cc1ccc(S(=O)(=O)Nc2ccccn2)c(C)c1	1.9%
CC(C)C[C@@H](CN1CCC[C@H]1CN1C(=O)C(=O)NC[C@@H]1Cc1ccccc1)N1C[C@H](Cc2ccc(O)cc2)N(CCc2ccccc2)C(=O)C1=O	0.1%
COc1ccc(-c2csc(NC(=O)c3c(C)noc3C)n2)cc1OC	-6.5%
COCCN1C(=O)CCC1(C)C(=O)NC1CCCCC1 (stereo unspecified)	0.4%
COc1ccc(-c2ccc(CN3C(CC(C)C)C(=O)N(Cc4cn(CC5CCCCC5)nn4)CCS3(=O)=O)cc2)cc1OC (stereo unspecified)	-4.5%
COc1ccccc1Cc1c(-c2ccccc2)nc2c(C)cc(Br)cn12	2.5%
CCCC[C@@H]1CC2=C(C(=O)OC(C)(C)O2)[C@@H](c2ccc(F)cc2)O1	2.7%
CC1(C(=O)NS(=O)(=O)c2cccc(F)c2)CCN1C(=O)Cc1ccc(-c2ccccc2)cc1 (stereo unspecified)	1.5%
NC(Cc1ccc(C(F)(F)F)cc1)c1csc(NC(=O)Nc2ccccc2Cl)n1 (stereo unspecified)	6.7%
C[C@@H]1CN([C@H](C)CO)S(=O)(=O)c2ccc(Br)cc2O[C@H]1CN(C)C(=O)C1CC1	-3.9%
COc1ccccc1CNc1nc(NCCN2CCNC2=O)c2sccc2n1	-6.8%
CC(=O)Nc1cnc(-c2cc(C)c(O)c(C)c2)cn1	1.6%
CCC(=O)OCC(=O)C1(OC(=O)CC)C(C)CC2C3CCC4=CC(=O)C=CC4(C)C3(Cl)C(O)CC21C (stereo unspecified)	-8.6%

Some of the entries above, reformatted.
molecule: C[C@@H]1CN([C@H](C)CO)S(=O)(=O)c2ccc(Br)cc2O[C@H]1CN(C)C(=O)C1CC1
  TbPYK inhibitor: -3.9%

molecule: COc1ccccc1CNc1nc(NCCN2CCNC2=O)c2sccc2n1
  TbPYK inhibitor: -6.8%

Filtered by structure: the entries above with two or more sulfur atoms.
SMILES	TbPYK inhibitor
CC1(C(=O)NS(=O)(=O)c2ccc(Cl)s2)CCN1C(=O)c1ccccc1CCc1ccccc1 (stereo unspecified)	-9.8%
CC(C)C[C@H]1CN([C@@H](CC(C)C)CN2CCC[C@@H]2CN2C(=S)NC[C@@H]2Cc2ccc(O)cc2)C(=S)N1CC1CCCCC1	3.9%
O=C(Nc1ccc(F)c(Cl)c1)c1cc(C2CCCN(S(=O)(=O)c3cccs3)C2)on1 (stereo unspecified)	-10.1%
Cc1ccc([C@@H]2CC(=O)[C@@H]3CN(S(=O)(=O)c4ccc(C)cc4)[C@H](c4ccc(Cl)cc4)C[C@@H]3N2S(=O)(=O)c2ccc(C)cc2)cc1	-11.7%

(further entries)
SMILES	TbPYK inhibitor
CCCCN1C[C@H](c2ccc(OC)cc2)[C@@H](CC(=O)Nc2ccc(OC)cc2)C1=O	-10.2%
OCC(O)COc1ccc(Cl)cc1 (stereo unspecified)	0.0%
Cc1ccc([C@H]2C[C@H](n3cc(-c4ccc(F)cc4)nn3)[C@@H](O)CN2C(=O)C2CCCCC2)cc1	-1.6%
CCc1ccc2cc(F)cc(F)c2n1	6.1%
CC(=O)Oc1[nH]c(=O)c2cccc3c2c1CCC3	-8.4%
Cn1c(=O)c(-c2ccccc2)nc2cnc(Oc3ccccc3)nc21	0.1%
COCC(=O)N1CCC[C@@]2(CCN(C(=O)Nc3ccc(OC)cc3)C2)C1	0.0%
O=C(c1ccc(=O)[nH]c1)N(c1ccccc1)C(CCc1ccccc1)c1nc2ccccc2[nH]1 (stereo unspecified)	-2.0%
CCc1nc2c(OCCOc3ccccc3)cccn2c1N(C)C(=O)c1ccc(OC)cc1	-5.7%
O=S1(=O)CC(N2CCN(Cc3ccccc3F)CC2)CN1Cc1cn(Cc2ccc(F)cc2)nn1 (stereo unspecified)	5.4%
COc1ccc(C(=O)N2CCC3(CCCN(c4ccc(-c5ccccc5)cc4)C3)CC2)cc1	0.8%
CCc1nc2ccc(C(=O)N3CCN(c4ccccc4)CC3)cn2c1N(C)CCCc1ccccc1	7.0%
OC1c2c(F)cccc2N=C2CCCCCN21 (stereo unspecified)	5.7%
O=C(Nc1cccc(F)c1)N1CCCC2(CCN(C(=O)c3csnn3)CC2)C1	0.2%
CC1(C(=O)Nc2cccc3c2CCCC3)CCN1C(=O)CCc1ccc(Cl)cc1Cl (stereo unspecified)	2.4%
O[C@@H]1C[C@H](c2ccccc2)N(Cc2cccs2)C[C@H]1n1cc(C2CC2)nn1	4.2%
C[C@H]1CN([C@@H](C)CO)C(=O)CCCn2nncc2CO[C@@H]1CN(C)Cc1cccc(C(F)(F)F)c1	4.1%

Source: PubChem BioAssay
